Compound activity deposited in PubChem BioAssay by several laboratories.
LYP act: increases human PTPN22 phosphatase activity. recombinant LYP, DiFMUP fluorescence; 0 = plate median, 100 = signal doubled. 0.11% of 96,000 active. activation, % at 2 µM;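 active means activation at 2 µM above a set limit, the mean plus 5 SD, cut at about 37% in these data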
CYP2C9 act: increases human cytochrome P450 2C9 activity; P11712; recombinant CYP2C9, luciferin-H conversion, luminescence; active compounds read high; factor 1 = untreated enzyme, 0 = blocked; activation factor at 5 µM; 1.4% of 96,000 active; AID 1024;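 active means activation factor of 2 or more for CYP2C9 at a 5 µM dose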;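 further: 0 = sulfaphenazole-blocked wells and 1 = vehicle-only wells; values of inactives mirror those of a sister screen read the other way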
Target sequence (P11712 whole entry, looked up): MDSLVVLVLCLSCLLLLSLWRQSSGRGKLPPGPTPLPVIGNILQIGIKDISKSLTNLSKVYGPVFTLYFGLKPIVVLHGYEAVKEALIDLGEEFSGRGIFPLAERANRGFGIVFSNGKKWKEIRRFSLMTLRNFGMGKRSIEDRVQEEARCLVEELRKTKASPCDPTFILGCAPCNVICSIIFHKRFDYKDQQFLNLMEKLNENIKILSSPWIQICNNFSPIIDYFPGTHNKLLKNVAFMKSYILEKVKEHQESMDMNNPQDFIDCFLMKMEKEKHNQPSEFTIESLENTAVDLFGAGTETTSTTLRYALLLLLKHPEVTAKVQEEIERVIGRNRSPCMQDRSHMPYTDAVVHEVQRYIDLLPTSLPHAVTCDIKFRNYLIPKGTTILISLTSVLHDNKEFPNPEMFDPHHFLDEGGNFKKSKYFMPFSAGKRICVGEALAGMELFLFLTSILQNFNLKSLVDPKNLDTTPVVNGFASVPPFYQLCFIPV
EphB4 ephrin blk: antagonists of human EphB4-ephrin-B2 interaction; 0.15% of 97,000 active; P54760; EphB4 LBD / TNYL-RAW-Alexa532 peptide, fluorescence polarization; inhibition, % at 7 µM;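 active means inhibition above the screen-wide mean inhibition plus 3 SD, cut at about 15% in these data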;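 further: 0% = DMSO wells and 100% = excess unlabeled TNYL-RAW peptide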
Candida biofilm: kills Candida albicans biofilms | C. albicans biofilm + clotrimazole, Alamar Blue | inhibition, % at 6 µM | 0.14% of 85,000 active | AID 834;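 active means inhibition above 20%; inactive means inhibition below 20%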;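 further: preformed 24 hr biofilms exposed to compound for 48 hr; 0% = biofilm without compound and 100% = blank killed by clotrimazole plus chlorhexidine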
HIV Rev-RRE inh: inhibitors of HIV-1 Rev-RRE RNA interaction. 0.79% of 97,000 active. AID 704. Rev peptide-RRE RNA binding, FRET. inhibition, % at 8 µM. P05866;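 active means inhibition above the screen-wide mean plus 3 SD, cut at about 35% in these data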;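 further: 0% = median DMSO wells and 100% = median Neomycin B control wells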
Target sequence (P05866 whole entry, looked up): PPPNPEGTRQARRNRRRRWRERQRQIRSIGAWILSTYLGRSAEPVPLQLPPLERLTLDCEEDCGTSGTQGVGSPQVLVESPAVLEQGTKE
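Assay system: labelled RRE RNA duplex and labelled Rev peptide / Medium: HEPES pH 7.5 salt buffer with EDTA / Reagent: labelled Rev peptide / Schedule: 5 + 15 min at 25 °C / Signal: FRET, excitation 480 nm, emission 540 nm donor and 671 nm acceptor / Benchmarks: DMSO and neomycin B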
PTPN22 inh 2: blocks human PTPN22 phosphatase activity; Q9Y2R2; recombinant LYP catalytic domain, DiFMUP fluorescence; inhibition, % at 2 µM; 0.21% of 96,000 active; AID 640;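 active means inhibition at 2 µM at or above a set limit, the screen mean plus 3 SD, cut at about 24% in these data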;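 further: 0% = DMSO with enzyme and 100% = enzyme fully blocked by orthovanadate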
CYP2C9 inh: inhibitors of human CYP2C9; inhibition, % at 5 µM; CYP2C9 Supersomes, luciferin-H conversion, luminescence; P11712; 20% of 96,000 active;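 active means blocking of liver enzyme CYP2C9 beyond about 50% at 5 µM, limit read from the data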; further: values of inactives mirror those of a sister screen read the other way
PLK1 kinase inh: blocks human PLK1 kinase activity; AID 619; inhibition, % at 10 µM; recombinant PLK1 kinase, TR-FRET peptide phosphorylation; P53350; 0.53% of 97,000 active;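 active means inhibition of 50% or more in the single-concentration screen; inactive means inhibition below 50%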;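 further: 0% = DMSO max control and 100% = H-89 dihydrochloride min control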
PLK1 PBD inh: blocks phosphopeptide binding to human Plk1 polo box domain. AID 693. inhibition, %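 (tested at about 20 µM)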. Plk1 PBD phosphopeptide binding, fluorescence polarization. 0.13% of 97,000 active; in the data active means inhibition above about 34%, passing the limit was not always enough
An asterisk follows results filed as active; . = no result given; [ ] = another dose, or the depositor's remark.

SMILES	LYP act	CYP2C9 act	EphB4 ephrin blk	Candida biofilm	HIV Rev-RRE inh	PTPN22 inh 2	CYP2C9 inh	PLK1 kinase inh	PLK1 PBD inh
COc1ccc(C(=O)c2ccc(N3CCOCC3)cc2)c(OC)c1	-11	0.6	0	8	2	8	37	3	-9
O=c1cc(CO)occ1OCc1cccc(C(F)(F)F)c1	-5	1.2	3	.	9	8	-19	-12	-12
COC(=O)c1cc(C#N)c(Oc2ccc(OC)cc2)nc1C	-2	0.8	-8	.	7	-2	19	-6	25
CCc1c(C)nc2ncnn2c1Nc1ccc(C(C)=O)cc1	0	0.8	-4	6	4	2	18	-11	14
CCCCN(C(=O)Cc1cccs1)c1nnc(-c2cccnc2)s1	-5	.	1	5	10	1	.	-7	20
CCOC(=O)C1=C(N)c2ccccc2CC1C(C)C (stereo not drawn)	-3	0.2	2	8	-3	2	81*	-9	-8
O=C(Nc1ccc2c(c1)OCO2)C1CCCN1C(=O)NCc1ccccc1 (stereo not drawn)	1	0.3	-4	4	7	-2	72*	-5	-10
Cc1ccc(NC(=O)CSc2nnc(CSc3nc(C)cc(C)n3)n2Cc2ccco2)c(C)c1	1	0.7	-8	3	0	3	28	-9	-13
CCOCCCNS(=O)(=O)c1ccc2c(c1)CCN2C(=O)CC	-10	1.1	-2	12	6	12	-8	-10	9
Fc1ccc(-c2noc(C3CCN(Cc4cccnc4)CC3)n2)cc1	-10	0.9	6	3	6	7	10	-4	11
N#Cc1ccccc1Cn1c(-c2cscn2)nc2ccccc21	10	0.8	-6	-3	-1	-11	24	1	-37
CCCC1C(c2ccccc2)C(C#N)(C#N)C2(C#N)CC1(N)NC2=O (stereo not drawn)	2	1	-2	10	4	-2	5	-10	-12
CC(Oc1ccc(Cl)cc1Cl)C(=O)NCCN1CCOCC1 (stereo not drawn)	9	1.2	3	4	3	-14	-19	-11	-4
c1ccc(-c2nc(N3CCCCCC3)c3ccccc3n2)nc1	3	0.5	-2	9	5	-1	48	-2	13
O=C(c1ccco1)N1CCN(c2ccc(S(=O)(=O)N3CCCC3)cc2)CC1	2	0.9	-1	4	8	-4	14	-8	-13
CCOC(=O)c1cc(-c2ccccc2)sc1NC(=O)CN1C(=O)NC(CC)(c2ccccc2)C1=O (stereo not drawn)	3	0.1	-3	.	1	-6	89*	-27	-18
Cc1cc(C(F)(F)F)nn1CC(=O)N1CCCC1	15	1	-1	.	7	-20	1	-14	-5
C/C(=N\NC(=O)C1CCCN(S(=O)(=O)c2ccccc2)C1)c1cccnc1 (stereo not drawn)	-6	0.9	-2	.	4	9	10	-8	-20
O=C(N/N=C1/C(=O)c2cccc3cccc1c23)c1ccc(Cl)cc1	-15	0.8	25*	.	2	17	20	-3	14
CCOC(=O)C1(CC)NC(c2ccc(N(C)C)cc2)C2C(=O)N(C)C(=O)C21 (stereo not drawn)	3	1.2	-2	5	0	-5	-18	-8	-3
CC1(C)Cc2c(sc3[nH]c(=S)n(Cc4ccco4)c(=O)c23)CO1	-2	0.8	8	3	2	1	17	-6	-2
CCc1ccc(-n2c(Cn3nc(C(F)(F)F)cc3C)n[nH]c2=S)cc1	-6	1.1	11	.	-3	9	-10	-13	25
COC(=O)CN(c1ccc(OC)c(OC)c1)S(C)(=O)=O	12	1.3	1	5	4	-13	-25	-9	19
COc1cc(NS(=O)(=O)c2ccc(NC(=O)CSC3=NCCS3)cc2)nc(OC)n1	2	0.7	-2	8	0	-4	32	-6	5
COc1ccc(NC(=O)CSc2nc3c(c(=O)n2-c2ccc(F)cc2)SCC3)c(OC)c1	8	0.2	-4	6	4	-10	80*	-3	-10

Next part
SMILES	LYP act	CYP2C9 act	EphB4 ephrin blk	Candida biofilm	HIV Rev-RRE inh	PTPN22 inh 2	CYP2C9 inh	PLK1 kinase inh	PLK1 PBD inh
Cc1ccc2nc(Nc3nc(CSc4nnnn4-c4ccccc4)cc(=O)[nH]3)nc(C)c2c1	-3	0.2	-10	0	8	5	80*	10	1
COc1ccc(CCNC(=O)c2nc3ncccn3n2)cc1OC	8	0.9	-5	0	5	-6	10	-4	2
c1ccc2nc3c(cc2c1)CCCCCC3	-7	0.6	7	-1	-9	8	44	14	-9
CC(=O)CCc1c[nH]c2c(C(=O)O)cccc12	-3	1.2	2	3	7	2	-23	-11	-10
Cc1nn(-c2ccccc2)c(Cl)c1C(=O)OC(C)C(=O)Nc1ccc2c(c1)OCO2 (stereo not drawn)	-3	0.2	-6	4	4	7	79*	-10	-2
Cc1cc(C)c(N(C(=O)Cn2nnc3ccccc32)C(C(=O)NC(C)(C)C)c2ccsc2)c(C)c1 (stereo not drawn)	-11	1.2	8	.	-1	14	-20	-6	14
CCn1nc(NC(=O)c2ccccn2)c2cc3cc(C)ccc3nc21	8	0.8	-2	8	8	-10	20	39	-17
COc1ccccc1-c1c(C)nn2c(N3CCN(c4ccccc4OC)CC3)cc(C)nc12	-4	0.5	1	4	0	0	50	-19	-9
CCOc1ccc(/C=N/NC(=S)Nc2c(C)cccc2C)cc1	-8	0.7	-2	-6	8	10	26	5	-5
COc1cccc(N=c2oc3c(C)ncc(CO)c3cc2C(N)=O)c1	10	0.9	-7	6	-5	-7	11	-11	-18
CCN1CCN(c2ncc(C(=O)Nc3ccccc3C(=O)OC)c3ccccc23)CC1	-4	0.4	-1	5	11	2	56*	-10	-13
O=C(Nc1cccc2ccccc12)c1ccc(Cn2cc(Cl)cn2)cc1	6	2.6*	-9	.	4	-4	-156	10	0
CCOC(=O)N1CCC(NC(=O)C(Cc2ccccc2)NC(=O)c2ccco2)CC1 (stereo not drawn)	12	1	-6	.	-2	-10	4	-10	-12
O=S(=O)(c1cccs1)N1CCN(c2ncccn2)CC1	-2	.	4	7	8	5	.	-5	3
Cc1ccc(CCNC(=O)C2CCN(S(=O)(=O)c3cccc4nsnc34)CC2)cc1	-3	.	3	7	9	4	.	-10	3
CC(C)OCCCNC(=O)c1ccc(NS(C)(=O)=O)cc1	-6	1.1	3	7	4	4	-8	-8	6
Brc1ccccc1OCCCn1cnc2ccccc21	-9	0.4	2	0	19	11	60*	-31	3
O=C(Nc1cc(Cl)ccc1Cl)C1CC(=O)N(c2ccc(Br)cc2)C1 (stereo not drawn)	22	0.8	2	2	4	-21	21	-7	-1
N#Cc1ccc(-c2csc(NC(=O)C3CC3)n2)cc1	-10	0.9	-2	5	0	10	12	1	28
COCCNC(=O)c1cc2c(=O)n(C)c3ccccc3c2n1C	0	1.3	-2	5	2	-3	-29	-7	-12
C=CCNC(=O)CN(c1cccc(Br)c1)S(C)(=O)=O	3	1.3	6	0	8	0	-28	1	-7
COc1ccccc1N1CCN(C(=O)CCn2c(=O)[nH]c3ccsc3c2=O)CC1	-1	0.9	0	7	5	-1	12	-2	-22
Cc1ccc2cc(CN(C)C(=O)C3CCCO3)c(=O)[nH]c2c1 (stereo not drawn)	0	1	0	7	10	-1	-4	-18	-4
Cc1c(NC(=O)c2ccccc2F)c(=O)n(-c2ccccc2)n1C	2	1	0	-2	5	-6	-2	-13	-5
Cc1cc(S(=O)(=O)N2CCOCC2)ccc1F	3	1.1	0	2	5	-8	-8	-3	16

3 entries already listed, arranged by the number in LYP act, high to low.
| SMILES | LYP act | CYP2C9 act | EphB4 ephrin blk | HIV Rev-RRE inh | PTPN22 inh 2 | CYP2C9 inh | PLK1 kinase inh | PLK1 PBD inh |
| --- | --- | --- | --- | --- | --- | --- | --- | --- |
| COc1ccc(CCNC(=O)c2nc3ncccn3n2)cc1OC | 8 | 0.9 | -5 | 5 | -6 | 10 | -4 | 2 |
| Cc1ccc2cc(CN(C)C(=O)C3CCCO3)c(=O)[nH]c2c1 (stereo not drawn) | 0 | 1 | 0 | 10 | -1 | -4 | -18 | -4 |
| Cc1ccc2nc(Nc3nc(CSc4nnnn4-c4ccccc4)cc(=O)[nH]3)nc(C)c2c1 | -3 | 0.2 | -10 | 8 | 5 | 80* | 10 | 1 |

Remaining list, next part.
SMILES	LYP act	CYP2C9 act	EphB4 ephrin blk	Candida biofilm	HIV Rev-RRE inh	PTPN22 inh 2	CYP2C9 inh	PLK1 kinase inh	PLK1 PBD inh
Cc1cc(OCC(O)CN(CCO)CCO)ccc1Cl (stereo not drawn)	-5	1.1	-1	.	9	5	-9	-6	-6
O=C1NN(c2ccccc2)C(=O)/C1=C\c1cccn1-c1ccc(Cl)c([N+](=O)[O-])c1	-4	0.9	0	-5	2	6	9	-39	3
Cc1cc(=O)[nH]c(COc2ccccc2)n1	11	1.2	-8	7	-1	-14	-16	-8	-8
CCn1cc(-c2nnnn2-c2ccc(Cl)cc2)c(=O)c2ccccc21	7	1.1	8	.	6	-4	-15	-4	-31
CCOc1ccc(C2C(C(=O)NC)=C(C)Nc3nc4ccccc4n32)cc1OC (stereo not drawn)	-4	.	2	.	1	2	.	-3	1
O=C(NC1c2ccccc2-c2ccccc21)N1CCCCC1	-6	1	8	11	5	6	4	-5	-14
COc1cccc(/C(O)=C2/C(=O)C(=O)N(Cc3ccco3)C2c2ccncc2)c1 (stereo not drawn)	7	0.9	-5	7	3	-1	9	-10	-8
O=C(NCc1ccco1)c1ccc(Br)c(S(=O)(=O)N2CCCCC2)c1	7	0.6	-5	2	6	-10	37	-7	-13
CCOC(=O)C1CCN(C(=O)CCc2ccccc2)CC1	6	0.5	-8	-8	-2	-3	46	-3	-2
COc1ccccc1N1CCN(Cc2nc(N)nc(Nc3ccc(C)cc3)n2)CC1	3	1	9	7	8	-3	1	6	-30
Nn1c(SCC(=O)N2CCCc3ccccc32)nnc1-c1ccc(Cl)cc1	11	0.9	-8	0	15	-11	13	-10	9
COc1ccc(OC)c(CNCCNC(=O)c2ccco2)c1	-8	0.9	4	.	5	4	13	-11	20
CCCCCCn1c(=O)c(-c2ccccc2)c(O)c2ccccc21	-2	0.2	3	0	-5	4	76*	0	9
CCn1c(CNc2ccc(Cl)cc2)nnc1SCC(=O)OC1CCCCC1	-6	.	8	9	-3	6	.	-5	-10
CCC(=O)Nc1cc(NC(=O)CSc2ncc(-c3ccc(F)cc3)n2Cc2ccco2)ccc1C	-2	0.1	-1	8	-2	0	95*	-3	-41
O=C(O)c1ccc(NCc2ccc3c(c2)OCO3)cc1	7	1.1	9	7	7	-8	-8	-4	4
Clc1ccc(CSc2nccn2Cc2ccccc2)cc1	1	1.1	2	.	-1	2	-9	-7	20
Cc1ccc2[nH]c3c(N4CCN(Cc5ccccc5)CC4)ncnc3c2c1	11	0.1	-5	4	11	-15	95*	-10	8
CCN1CC=C2C(C1)C(c1ccc(Cl)s1)C(C#N)=C(N)C2(C#N)C#N (stereo not drawn)	2	0.1	0	9	87*[fluorescence artefact?]	-5	93*	9	-37
O=S(=O)(Nc1ccc(O)c(Sc2nc3ccccc3s2)c1)c1ccc(Cl)cc1	-7	0.9	-2	.	7	10	14	1	34
CCOc1cc(NC(=S)Nc2ccccc2)c(OCC)cc1NC(=O)c1ccccc1	-4	1	0	.	-4	7	4	-14	-7
CCC(SC1=N/C(=C/c2ccccc2OC)C(=O)N1c1ccccc1)C(=O)Nc1cc(C)on1 (stereo not drawn)	-1	0.3	-7	.	1	5	67*	-12	19
COc1ccc(C)cc1NC(=O)c1ccc(NC(=O)CC2SC(N3CCCC3)=NC2=O)cc1 (stereo not drawn)	-5	1.1	-4	9	1	6	-11	-4	22
Cc1ccc2cc(C=C(C#N)C#N)c(N3CCCCC3)nc2c1	-1	0.7	-3	.	6	2	26	-11	-1
CCOc1ccccc1N1Cc2cc(C)c(C)cc2C1	-12	0.8	0	.	5	10	23	-14	-10
C=CCSC1=C(C#N)C(c2ccccc2OCC)CC(=O)N1 (stereo not drawn)	-7	0.3	2	5	2	4	71*	-15	6
